TMEM16A inh – mouse TMEM16A channel inhibition, primary screen | actives 1.2% (n = 310,000) | Q8BHY3 | HEK293 TMEM16A/YFP iodide influx fluorescence, ionomycin | normalized B-score (activity score, 25-100; higher = stronger inhibition) at 10 µM;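 active = ratio plate-corrected score three or more library SD toward inhibition, starting fluorescence score within five deviations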;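 also: score derived from kinetic fluorescence span divided by baseline fluorescence per well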
SKKanGAS inh – SKKanGAS growth inhibition. inhibition, % at 7.5 µM. S. pyogenes SKKanGAS, kanamycin growth, BacTiter-Glo, 6 h. actives 1.3% (n = 300,000);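 active = mean replicate score, as percent of positive control median, at least 50; inconclusive = mean below 50 but one replicate at or above 50; inactive = mean and every replicate below 50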;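 also: strain carries kanamycin resistance gene driven by streptokinase promoter and grows in 40 µg/ml kanamycin; loss of luminescence reflects streptokinase promoter inhibition or plain growth inhibition; 0% = median of DMSO wells and 100% = positive control at its reference dose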
HDAC3 inh – blocks human histone deacetylase 3. O15379. recombinant HDAC3, fluorogenic peptide/trypsin coupled, fluorescence. inhibition, % at 8.3 µM. actives 0.15% (n = 320,000); in the data active = inhibition above about 26%, passing the limit was not always enough; inconclusive = no clear call, values can overlap the other calls
RGS4 inh – inhibitors of human RGS4; B-score at 10 µM; actives 0.45% (n = 310,000); AID 463165; P49798; HEK293 M3R/RGS4 inducible, Fluo-4 calcium flux; stronger effect = higher value; triggered by carbachol at its EC20;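 active = B-score, a plate-corrected calcium signal, over three deviations above library mean, with baseline fluorescence within five deviations of library mean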;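 also: RGS4 expression induced by doxycycline in cells with stable M3 receptor; B-score is computed from the integrated fluorescence ratio over baseline after carbachol; higher B-score means a larger calcium signal and so more RGS4 inhibition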
Target sequence (P49798 whole entry, looked up): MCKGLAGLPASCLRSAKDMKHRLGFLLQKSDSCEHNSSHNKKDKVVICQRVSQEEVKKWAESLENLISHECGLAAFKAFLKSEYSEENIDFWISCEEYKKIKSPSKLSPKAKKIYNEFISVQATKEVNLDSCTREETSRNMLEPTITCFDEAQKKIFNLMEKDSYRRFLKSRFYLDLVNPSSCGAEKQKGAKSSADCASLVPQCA
KCNQ1 inh – human KCNQ1 channel inhibition; B-score at 10 µM; P51787; actives 1.3% (n = 310,000); CHO-K1 KCNQ1, FluxOR thallium flux fluorescence; stronger effect = higher value;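 active = compounds whose thallium flux B-score, printed positive for inhibition, exceeds three library SD while starting fluorescence stays within three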;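 also: channel opened by potassium depolarization with thallium stimulus after 20 min compound exposure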
Target sequence (P51787 whole entry, looked up): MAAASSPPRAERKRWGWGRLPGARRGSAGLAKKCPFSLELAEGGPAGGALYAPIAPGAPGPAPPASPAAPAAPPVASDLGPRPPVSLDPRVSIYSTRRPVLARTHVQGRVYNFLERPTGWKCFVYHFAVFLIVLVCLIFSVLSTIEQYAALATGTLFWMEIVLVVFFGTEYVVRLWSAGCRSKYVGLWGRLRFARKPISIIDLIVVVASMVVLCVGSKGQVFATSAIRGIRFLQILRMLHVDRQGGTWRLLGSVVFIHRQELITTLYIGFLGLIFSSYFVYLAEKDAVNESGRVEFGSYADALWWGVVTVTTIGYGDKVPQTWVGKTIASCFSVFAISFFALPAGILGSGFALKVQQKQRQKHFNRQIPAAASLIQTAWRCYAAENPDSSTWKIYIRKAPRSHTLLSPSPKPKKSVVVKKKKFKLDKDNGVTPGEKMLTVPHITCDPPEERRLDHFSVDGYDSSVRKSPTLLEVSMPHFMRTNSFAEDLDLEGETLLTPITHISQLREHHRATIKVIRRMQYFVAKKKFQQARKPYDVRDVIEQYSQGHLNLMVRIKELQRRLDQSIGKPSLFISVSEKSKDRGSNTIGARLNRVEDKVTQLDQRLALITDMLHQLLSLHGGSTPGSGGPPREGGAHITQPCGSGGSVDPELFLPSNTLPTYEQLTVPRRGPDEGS
KCNQ1 act – potentiates or activates the human KCNQ1 potassium channel | CHO-K1 KCNQ1, thallium flux FluxOR fluorescence; stronger effect = higher value | actives 0.35% (n = 310,000) | P51787 | B-score at 10 µM;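 active = fluorescence ratio B-score, a plate-corrected score, at least three library SD, with initial intensity B-score within 5 SD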
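Schedule – 37 °C overnight plating, 90-min dark dye load, 20-min compound pretreatment · System – stable KCNQ1 CHO-K1 line · Probe or stimulus – thallium- and potassium-containing depolarizing buffer · Measured by – kinetic FluxOR fluorescence, 10 s baseline plus 110 s post-stimulus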
hERG rescue – compounds protecting human hERG from proarrhythmic drug block. Q12809. CHO-hERG, FluxOR thallium flux, dofetilide IC70 present. activation (rescue from dofetilide block), less the hit threshold, % at 10 µM. actives 0.51% (n = 310,000);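 active = activation above the mean of controls blocked by dofetilide plus 5 SD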;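 also: thallium influx through hERG after potassium depolarization seen as dye fluorescence rise; in these data hits start at about 4.7%; inactives centre near -7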
RGS4 pot – potentiators or activators of RGS4; AID 463111; B-score at 10 µM; HEK293 M3R/inducible RGS4, carbachol calcium flux Fluo4; stronger effect = lower value; actives 0.92% (n = 310,000);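 active = B-score of the integrated calcium signal more than 4 SD below the library mean, with starting fluorescence not abnormally high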;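 also: negative B-score means reduced calcium response which marks RGS4 activation or potentiation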
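Material: Inducible-RGS4 HEK293 cells carrying M3 receptor; also added: carbachol at ECmax as muscarinic agonist stimulus; incubation: compound preincubation 20 min at room temperature before agonist; signal: Fluo4-AM (2 µM) calcium-flux fluorescence, kinetic read; measure: integrated calcium ratio converted to B score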
KCNK3 inh – human KCNK3 channel inhibition, primary screen. CHO-KCNK3 thallium flux, FluxOR fluorescence; stronger effect = lower value. B-score at 10 µM. actives 0.84% (n = 340,000). AID 602410;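 active = B-score under library mean minus 4 SD, starting fluorescence ratio at most library mean plus 5 SD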;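 also: more negative B-score means stronger inhibition of thallium flux through KCNK3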
ANO1 activ – activates or potentiates the mouse TMEM16A chloride channel | Q8BHY3 | HEK293 TMEM16A/YFP-H148Q/I152L, iodide quench fluorescence; stronger effect = lower value | B-score at 10 µM | actives 0.3% (n = 340,000);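 active = fluorescence-ratio B-score plate-corrected deviation score at least 3 library SD below zero, with starting fluorescence score within 5 deviations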;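 also: channel opened by trigger with iodide after compound preincubation; score built on the fluorescence ratio of max minus min over baseline; more negative score means more quench and so TMEM16A activation or potentiation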
KCNK9 block – human KCNK9 channel inhibition; B-score at 10 µM; AID 488922; Q9NPC2; actives 1.2% (n = 310,000); HEK293 KCNK9, FluxOR thallium flux fluorescence; stronger effect = lower value;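 active = ratio B-score over 3 SD below the library mean, with starting fluorescence within 5 SD of its mean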;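 also: negative B-score means less thallium flux so channel inhibition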
Starred values were filed as active, the others as inactive; i = inactive; ? = inconclusive; . = no result given.

SMILES	TMEM16A inh	SKKanGAS inh	HDAC3 inh	RGS4 inh	KCNQ1 inh	KCNQ1 act	hERG rescue	RGS4 pot	KCNK3 inh	ANO1 activ	KCNK9 block
CS(=O)(=O)N(Cc1ccc(Cl)cc1)c1ccc(C(=O)Nc2cccnc2)cc1	i	-17	-4	i	i	i	-5	i	i	i	i
Cc1cccc(NC(=O)Cn2nnc(C(=O)NCc3ccco3)c2N)c1	i	7	0	i	i	i	-9	i	i	i	i
O=C(CSc1ncn[nH]1)c1cccc([N+](=O)[O-])c1	i	-7	?	i	i	i	-2	i	i	i	i
CCCCCc1cc(=O)oc2c(C(CCN3CCCCC3)c3ccc4c(c3)OCO4)c(OC)cc(OC)c12 (configuration not stated)	i	21	9	i	i	i	-36	i	i	i	i
Cc1ccnc(NC(=O)c2cc(F)c(F)cc2Cl)n1	i	1	-4	i	i	i	-8	i	i	i	i
CC1(C)Cc2c(sc3nc4n(-c5ccccc5)cnn4c(=O)c23)CO1	i	3	2	i	i	i	-3	i	i	i	i
C#CCSc1nnc(CSc2nc3ccccc3s2)n1-c1ccccc1	i	2	-1	i	i	i	-10	i	i	i	i
COc1ccc(Cl)cc1C(=O)NCC(C)C	i	1	-1	i	i	i	-6	i	i	i	i
COc1cc2nc3occc3c(OC)c2cc1OC	i	-6	5	i	i	i	-9	i	i	i	i
Cn1ncc(Br)c1C(=O)NC1C2CC3CC(C2)CC1C3 (configuration not stated)	i	-5	-5	i	i	i	-6	i	i	i	i
N#CCCN(C(=O)COC(=O)c1ccc2c(c1)NC(=O)CS2)c1ccc2c(c1)OCCO2	i	-2	-14	i	i	i	2	i	i	i	i
COc1cc(C)c(CN2CCN(c3ncccn3)CC2)cc1C	i	-5	-2	i	i	i	-2	i	i	i	i
CCCC(C)NC(=O)CSc1nc(-c2ccccc2)cn1N (configuration not stated)	i	2	1	i	i	i	-15	i	i	i	i
COc1ccc(-c2noc(CN(Cc3nccn3C)C(C)C)n2)cc1	i	-14	-5	i	i	i	-8	i	i	i	i
Cc1ccc(S(=O)(=O)Nc2cccc(C(=O)NCCCN3CCOCC3)c2)cc1F	i	-9	2	i	i	i	-8	i	i	i	i
CCCCNC(=O)CS(=O)Cc1nc(-c2cccc(C)c2)oc1C (configuration not stated)	i	-8	-7	i	i	i	-13	i	i	i	i
O=C1N[C@@H](Cc2ccccc2)C(=O)N2[C@H]1C[C@]1(Br)c3ccccc3N(S(=O)(=O)c3ccccc3)[C@H]21	i	0	-1	i	i	i	-17	i	i	i	i
O=C(NC1CC1)c1ccc2c3c(cccc13)CC2	i	-3	-6	i	i	i	-4	i	i	i	i
CN1C(=O)CSC1=NC12CC3CC(CC(C3)C1)C2	i	-10	-8	i	i	i	-7	i	i	i	i
Cc1ccc(CNC2CCCCC2)s1	i	-5	-5	i	i	i	0	i	i	i	i
NC(=O)C1CCN(c2nc(-c3ccccc3)nc3c2oc2ccccc23)CC1	.	-9	.	i	i	i	-1	i	i	i	i
Cn1c(SC/C=C/c2ccccc2)nnc1-c1cnccn1	i	-7	-4	i	i	i	2	i	i	i	i
Cc1cc(C)nc(SCCC(=O)Nc2ccc(F)cc2)n1	i	-3	5	i	i	i	-17	i	i	i	i
O=C(CCn1c(=O)c2sccc2n(Cc2cc(=O)n3ccccc3n2)c1=O)NCc1ccco1	i	-2	6	i	i	i	-13	i	i	i	i
O=C(O)c1ccc(OCC(O)Cn2c3ccccc3c3ccccc32)cc1 (configuration not stated)	i	-6	-4	i	i	i	-9	i	i	i	i

An excerpt from above, reduced to KCNK9 block and KCNK3 inh.
molecule,KCNK9 block,KCNK3 inh
Cn1ncc(Br)c1C(=O)NC1C2CC3CC(C2)CC1C3 (configuration not stated),i,i
N#CCCN(C(=O)COC(=O)c1ccc2c(c1)NC(=O)CS2)c1ccc2c(c1)OCCO2,i,i

(cont.)
SMILES	TMEM16A inh	SKKanGAS inh	HDAC3 inh	RGS4 inh	KCNQ1 inh	KCNQ1 act	hERG rescue	RGS4 pot	KCNK3 inh	ANO1 activ	KCNK9 block
Cn1cc([N+](=O)[O-])c(C(=O)N/N=C/c2ccccc2)n1	i	-5	4	i	i	i	4.7*	i	i	i	i
O=C(NCCc1ccccc1)[C@@H]1CC=C[C@@H]2CCN(Cc3ccc(Cl)c(Cl)c3)C(=O)[C@@H]21	i	13	4	i	i	i	-4	i	i	i	i
Cc1cc(C)c(C)c(OCCN2CCOCC2)c1	i	-1	5	i	i	i	-2	i	i	i	i
CCCOc1ccc(C(=O)NCC(C)(C)N2CCOCC2)cc1	i	-3	2	i	i	i	-13	i	i	i	i
O=C(CSc1ncccn1)N1CCC(Cc2ccccc2)CC1	i	-10	7	i	i	i	-12	i	i	i	i
COC(CNc1ccc([N+](=O)[O-])c(NCC(OC)OC)c1C#N)OC	i	8	3	i	i	i	-1	i	i	i	i
C=CCNC(=S)NCC1COc2ccccc2O1 (configuration not stated)	i	0	-1	i	i	i	-8	i	i	i	i
CC1=C(C(=O)OCc2ccc3c(c2)OCO3)C(c2ccccc2)NC(=O)N1 (configuration not stated)	i	-9	5	i	i	i	-2	i	i	i	i
C=CCn1c(=O)c(C(=O)NCCNCC)c(O)c2ccccc21	i	-8	3	i	i	i	-11	i	i	i	i
CNc1c(NS(=O)(=O)c2ccc(OC)c(Cl)c2)c(=O)oc2ccccc12	i	11	7	i	i	i	-10	i	i	i	i
CCC(C)[C@H](NC(=O)N1CCCC1)C(=O)O (some centres not stated)	i	1	-2	i	i	i	-5	i	i	i	i
COc1ccc2cc(CCC(C)=O)ccc2c1	i	7	10	i	i	i	-4	i	i	i	i
CCOC(=O)N1CCC(N2Cc3cccc(C(=O)Nc4ccc(OC)c(OC)c4)c3C2=O)CC1	i	6	4	i	i	i	-16	i	i	i	i
COc1ccc(CCNC(=S)Nc2cccc(C)c2)cc1	i	-1	2	.	.	.	.	.	i	i	.
O=C(O)c1cc(S(=O)(=O)NC(Cc2c[nH]c3ccccc23)C(=O)O)ccc1Cl (configuration not stated)	i	7	.	i	i	i	-6	i	i	i	i
CC(=O)Nc1ccc2c(CSc3nnc(-c4cccnc4)n3-c3ccc(C)cc3C)cc(=O)oc2c1	i	3	7	i	i	i	-10	i	i	i	i
COc1cccc(C(=O)NN2CCOCC2)c1	i	1	-1	i	i	i	3	i	i	i	i
CCC(=O)N1c2ccccc2[C@@H](N(C(C)=O)c2ccccc2)C[C@H]1C	i	-7	-5	i	i	i	-8	i	i	i	i
COCCNc1c(-c2ccc(O)cc2)nc2ccc(Cl)cn12	i	-6	7	i	i	i	-8	i	i	i	i
CCCCOc1ccc(-c2ncc([N+](=O)[O-])cn2)cc1	i	-7	0	i	i	i	-4	i	i	i	i
COc1ccc(N2CCN(C(=O)Cn3c(=O)[nH]c4ccccc4c3=O)CC2)cc1	i	3	-6	i	i	i	-5	i	.	.	i
O=C(Nc1cccc(-n2cnnn2)c1)c1cccc(Cl)c1	i	-5	3	i	i	i	-11	i	i	i	i
COc1cc(OC)cc(C(=O)NCCSCc2ccc(Cl)cc2)c1	i	-13	0	i	i	i	-2	i	i	i	i
COc1cc2c(cc1OC)CN(C(=O)CCCN1C(=O)c3ccccc3C1=O)CC2	i	1	-3	i	i	i	-11	i	i	i	i
CC(=O)Nc1ccc(Nc2ccc3nonc3c2[N+](=O)[O-])cc1	i	5	3	i	i	i	-4	i	i	i	i
SMILES	TMEM16A inh	SKKanGAS inh	HDAC3 inh	RGS4 inh	KCNQ1 inh	KCNQ1 act	hERG rescue	RGS4 pot	KCNK3 inh	ANO1 activ	KCNK9 block
COc1ccccc1-n1nnnc1SCC(=O)Nc1ccccn1	i	0	-2	i	i	i	-11	i	i	i	i
CC(=O)c1cccc(NC(=O)c2cc3ccccn3n2)c1	i	-12	11	i	i	i	-12	i	i	i	i
O=C(CN1CCNC(=O)C1)NCCc1ccc(Cl)cc1Cl	i	4	1	i	i	i	-6	i	i	i	i
O=C(Nc1ccc(Cl)cc1)[C@@H]1[C@@H]2C(=O)N(c3cccc(F)c3)C(=O)[C@@H]2[C@H]2C=CC=NN21	i	7	4	i	i	i	-2	i	i	i	i
COc1cc(NC(=O)c2ccc(OC)c([N+](=O)[O-])c2)ccc1NC(=O)c1ccco1	i	2	5	i	i	i	-12	i	i	i	i
COCCn1c(=NC(=O)CSCC(=O)Nc2cc(C)on2)sc2cc(C(=O)OC)ccc21	i	2	-1	i	i	i	-2	i	i	i	i
O=C(NCC1CCN(S(=O)(=O)c2ccccc2)CC1)Nc1ccccc1	i	5	2	i	i	i	-9	i	i	i	i
Nn1c(-c2ccc(O)cc2)nnc1-c1ccc(O)cc1	i	4	3	i	i	i	-16	i	i	i	i
COc1ccccc1N1CCN(C2CCCN(C(=O)Cn3cccn3)C2)CC1 (configuration not stated)	i	5	0	i	i	i	-9	i	i	i	i
COc1ccccc1-[n+]1c(C)cc(/C=C2\Sc3ccccc3N2C)cc1C	i	45	?	i	i	i	-46	i	i	i	i
Cc1nc(N)[nH]c(=O)c1CCC(=O)OCC(C)C	i	6	-3	i	i	i	-6	i	i	i	i
O=C(NCC(=O)N1CCN(c2ccccc2)CC1)c1cccs1	i	-3	2	i	i	i	-6	i	i	i	i
Cc1cccc(N2CCN(C(=O)N3CCOCC3)CC2)c1C	i	1	-8	i	i	i	-5	i	i	i	i
COc1ccc(S(=O)(=O)NNC(=O)c2csc(-n3nc(C)cc3C(F)(F)F)n2)cc1	i	8	2	i	i	i	-10	i	i	i	i
O=C(NCc1ccc(C(F)(F)F)cc1)C1CC(c2c(Cl)cccc2Cl)=NO1 (configuration not stated)	i	6	14	i	i	i	-8	i	i	i	i
CC1CN(C(=O)c2cc3cc(F)ccc3[nH]2)CC(C)O1 (configuration not stated)	i	-2	-4	i	i	i	-6	i	i	i	i
CC(C(=O)Nc1ccccc1C(=O)N1CCOCC1)N(c1ccccc1)S(C)(=O)=O (configuration not stated)	i	-1	3	i	i	i	-9	i	i	.	i
CCCC(=O)C1=C(O)C(C(=O)OC)C(C)(C)CC1=Nc1ccncc1 (configuration not stated)	i	6	-5	i	i	i	-4	i	i	i	i
COc1ccc(C(=O)N/N=C(\C)CC(=O)Nc2ccccn2)cc1OC	i	0	8	i	i	i	-11	i	i	i	i

Compound activity deposited in PubChem by several laboratories.
